NS5 inhibitors: Dengue-2 NS5 methyltransferase inhibitors, primary screen, biochemical, confirmation dose response (AID 588689); inhibition, % at 25 µM, or IC50 in µM where a hit was titrated; actives 0.3% (n = 340,000); Genome polyprotein (Dengue virus type 2 (strain 16681-PDK53)); Dengue-2 NS5 methyltransferase capping enzyme assay, biochemical; higher % means a stronger effect; in the data active = a potency from the dose series; inconclusive = inhibition above about 29% without an active follow-up result
NS5 inhibitors pilot replicate: recorded beside NS5 inhibitors, whose call it bears; inhibition, %; measured here: pilot screen replicate inhibition
* marks the source's active call; other numbers are inactive results; ? = inconclusive. A portion of the library. The share of hits here may be higher or lower than overall.

SMILES	NS5 inhibitors	others
C=CCN(c1ccccc1)S(=O)(=O)c1cccc(C(=O)NCc2ccco2)c1	-2.3%
NCCCn1c(C(=O)c2ccc(Cl)cc2)c2ccc([N+](=O)[O-])cc2[n+]1[O-]	-6.8%
O=C(NCCS(=O)(=O)N1CCN(c2ccccc2F)CC1)c1c(F)cccc1F	1.4%
CC(Sc1ccc(S(=O)(=O)N2CCN(C)CC2)cn1)C(=O)NC1CCCCC1 (stereo unspecified)	-8.2%
Cc1ccc(C(=O)OCC(=O)Nc2cccc(Br)c2)s1	-1.1%
CCOc1ccc(OCCC(=O)OCC(=O)Nc2cccc(S(=O)(=O)N3CCCCC3)c2)cc1	-6.7%
COc1ccc(CCNC(=O)COC(=O)/C=C/c2cc(OC)ccc2OC)cc1	-7.7%
Cc1ccc(C(=O)CCC(=O)OCC(=O)N2c3ccccc3NC(=O)C2(C)C)cc1	8.0%
Nc1nc(-c2ccccc2)nc2nonc12	2.9%
COc1ccc(C(=O)OCC(=O)N2CCC(C)CC2)cc1S(=O)(=O)N1CCOCC1	-7.3%
Cc1ccc(S(=O)(=O)NC2CC(C)(C)N(O)C(C)(C)C2)cc1	5.2%
COc1cccc(NC(=O)CN(C)C(=O)c2ccccn2)c1	-0.7%
OC[C@H]1OC(O)[C@H](O)[C@@H](O)[C@H]1O (stereo partly specified)	-3.7%
COc1ccc(S(=O)(=O)N2CCN(C(=O)c3c(C)nn(-c4ccccc4)c3C)CC2)cc1	-5.9%
O=C(NCc1cccc(OC(F)(F)F)c1)c1ccc2c(c1)S(=O)(=O)c1cc(Cl)ccc1C2=O	-4.9%
O=C(NCC(c1ccco1)N1CCN(c2ccccc2)CC1)C1CCCCC1 (stereo unspecified)	-3.5%
CN(C(=O)c1cccc(NC(=O)Cc2ccc([N+](=O)[O-])cc2)c1)C1CCC1	-3.1%
CCCCn1c(N)c(N(CC)C(=O)c2cc3c(s2)CCCCC3)c(=O)[nH]c1=O	-8.7%
O=C(CSc1nnc(-c2ccncc2)n1-c1ccccc1)NCC1CCCO1 (stereo unspecified)	0.7%
COc1ccc(-c2ccc3c(c2)[C@@H]2C[C@H](N(C)S(=O)(=O)c4ccccc4)[C@H]([C@H](C)O)C(=O)N2CC3)cc1	-9.3%	NS5 inhibitors pilot replicate=0.9
C[C@H]1CN([C@@H](C)CO)C(=O)CCCn2nncc2CO[C@@H]1CN(C)Cc1cccc2c1OCCCO2	1.7%
COc1ccc(CNC(=O)COC(=O)c2cc(C)oc2C)cc1	3.9%
CCN(c1ccccc1)S(=O)(=O)c1ccc(Cl)c(NC(=O)CSc2nc(N)cc(=O)[nH]2)c1	1.6%
COc1ccc(-c2nnc(SCC(=O)NC(=O)Cc3ccccc3)n2C)cc1	1.5%
CN(CCc1ccccc1)C(=O)c1ccc(NC(=O)Cc2ccc(NC(=O)C3CCN(C(=O)C4CCCCC4)CC3)cc2)cc1	-5.3%	NS5 inhibitors pilot replicate=-4.9
SMILES	NS5 inhibitors	others
Cc1ccc(S(=O)(=O)N2C[C@H]3[C@H]4C(=O)N(c5ccccc5)C(=O)[C@H]4C[C@H](OC(=O)Nc4cccs4)[C@@]3(O)C2)cc1	-2.8%
Cc1ccc(C2=CC(=O)C[C@H](c3ccc(F)cc3)C2)cc1	0.0%
OCCN1CCN(CCO)C1=S	8.8%
CCN(CC)S(=O)(=O)c1ccc(NC(=O)C2CC(=O)N(c3ccc4c(c3)OCCO4)C2)cc1 (stereo unspecified)	2.2%
CCN(C(=O)c1ccc(S(=O)(=O)N2CCCCC2)cc1)C1CCS(=O)(=O)C1 (stereo unspecified)	1.5%
CC1C(C)N(C(=O)CCCl)c2ccccc2N1C(=O)CCCl (stereo unspecified)	-3.5%
CCN(CC(=O)Nc1ccccc1C(F)(F)F)C(=O)CSCc1c(C)noc1C	1.4%
Cc1nc(N)sc1-c1ccccc1	-13.2%
COc1cccc(C#CC2=CC(=O)C[C@H](c3ccc(F)cc3)C2)c1	-4.5%
CCOC(=O)C1=CN(Cc2ccco2)S(=O)(=O)N(C)C1c1ccc(F)c(Cl)c1 (stereo unspecified)	-8.3%	NS5 inhibitors pilot replicate=0.6
Cn1cnnc1SCC(=O)NC(=O)NCc1ccccc1	-4.1%
O=C(Nc1ccc(F)c(S(=O)(=O)N2CCOCC2)c1)C1CCCCC1	0.7%
O=C(Cn1cnc2ccccc2c1=O)NNC(=O)c1cccc([N+](=O)[O-])c1	-11.4%
Cc1cnc(C2OCCO2)c2cccc([N+](=O)[O-])c12	0.0%
O=C(NCc1ccccc1CN1CCCCC1)c1ccccc1N1CCCC1=O	-5.9%
CC1(C)O[C@H]2CC(=O)OC[C@]23[C@H]2CC[C@@]4(C)[C@H](c5ccoc5)OC(=O)[C@H]5O[C@]54[C@]2(C)[C@@H](O)C[C@@H]13	-3.5%
C[C@H](O)[C@@H]1C(=O)N2CCc3ccc(N4CCN(C)CC4)cc3[C@@H]2C[C@@H]1N(C)C(=O)Nc1cc(Cl)cc(Cl)c1	-3.3%	NS5 inhibitors pilot replicate=-3.4
CC(=O)Nc1ccc(CCCCc2ccc(NC(C)=O)cc2)cc1	-1.9%
O=C(COC(=O)CNC(=O)c1cccc(Br)c1)Nc1nnc(-c2ccccc2)o1	6.2%
CC(=O)N1C[C@H]2CON(C)[C@H]2C[C@H]1c1ccc(-c2cccnc2)cc1	-6.6%
CCc1nnc(SCC(=O)Nc2ccc(NC(C)=O)cc2)n1-n1cccc1	1.4%
CN(C)CCNC(=O)c1cccc2nc3cccc(F)c3nc12	-6.6%
O=C(O)CCc1ccc(S(=O)(=O)Nc2ccccc2N2CCCCC2)cc1	1.5%
CN(CC(=O)Nc1ccc(F)cc1)C(=O)Cn1cnc2ccc(Cl)cc2c1=O	9.2%
COc1cccc(CC(O)CC2c3c(cc4c(c3OC)OCO4)CCN2C)c1 (stereo unspecified)	-5.3%
SMILES	NS5 inhibitors	others
Cc1cccc(Nc2nnc(SCC(O)=C(C#N)c3nc4ccccc4[nH]3)s2)c1	-22.6%
Cc1noc(C)c1CSCC(=O)Nc1nc(-c2ccc(F)c(F)c2)cs1	-2.2%
O=C(NCC(c1ccco1)N1CCc2ccccc21)C(=O)Nc1ccccc1F (stereo unspecified)	2.9%
COc1cc(NC(=O)COC(=O)C2CC(O)CN2S(=O)(=O)c2ccc(Cl)cc2)c(C)cc1[N+](=O)[O-] (stereo unspecified)	-6.5%
Cc1ccc(CNC(=O)C(=O)NCC2CCCN2S(=O)(=O)c2cc(C)ccc2C)cc1 (stereo unspecified)	6.5%
Cc1ccccc1C(=O)NCC(=O)OCCCOC(=O)CNC(=O)c1ccccc1C	-4.4%
CCC1(c2ccccc2)ON(c2c(Br)cccc2Br)C1=O (stereo unspecified)	-7.9%
CN1CCC(N(C)S(=O)(=O)c2ccc(NC(=O)COc3cccc(C(F)(F)F)c3)cc2)CC1	-5.8%
N#Cc1cc([N+](=O)[O-])ccc1NC(=O)CSc1n[nH]c(=O)n1C1CC1	-6.0%
Cc1ccsc1CNc1ncnc2ccc(-c3c(C)noc3C)cc12	-6.3%
CN(c1ccc(OCC(=O)Nc2cc(Cl)ccc2C(=O)O)cc1)S(=O)(=O)c1ccc(F)cc1	7.1%
Cc1cc(Cl)ccc1OCC(=O)NNC(=O)CCOc1ccccc1	1.5%
Cc1cc(S(=O)(=O)Nc2ncnc3sccc23)ccc1F	-7.1%
Cc1cc(C(=O)COC(=O)C23CC4CC(CC(O)(C4)C2)C3)c(C)n1C	3.9%
C[C@@H]1CCCCO[C@@H](CN(C)C(=O)Cc2ccccc2)[C@@H](C)CN([C@H](C)CO)C(=O)c2cc(N(C)C)ccc2O1	-2.8%
Cc1ccc(C)c(N2CCN(C(=O)CCc3nc(-c4cccc(Cl)c4)no3)CC2)c1	-6.6%	NS5 inhibitors pilot replicate=4.3
Cc1sc2nc(CN3CCCC3)nc(N3CCN(S(=O)(=O)c4ccccc4)CC3)c2c1C	-6.5%
Cc1cc(Br)c(OCc2ccc(C(=O)N/N=C/c3ccc[nH]3)cc2)c(Br)c1	0.0%
OC1COC(O)C(O)C1O (stereo unspecified)	18.3%
O=C(c1cc(Br)ccc1OC(F)F)N1CCN2CCCC2C1 (stereo unspecified)	-9.5%
Cc1ccc(O)c(N=Nc2nccs2)c1	12.4%
COc1cc(C(=O)NNC(=O)c2nn(C)c(=O)c3ccccc23)cc(OC)c1OC	-1.6%
COc1ccc(C2OCC(C)(C)CO2)cc1OC	-3.9%
COc1cc(NC(=O)c2ccccc2)c(OC)cc1NC(=O)CN1C(=O)N(C)C2(CCCCC2)C1=O	-1.4%
C[C@@H]1CN([C@H](C)CO)C(=O)CCCn2nncc2CO[C@H]1CN(C)Cc1ccc(C(F)(F)F)cc1	-5.2%

As a working copy, part of the list above:
SMILES	NS5 inhibitors	others
Cc1ccsc1CNc1ncnc2ccc(-c3c(C)noc3C)cc12	-6.3%
CN(c1ccc(OCC(=O)Nc2cc(Cl)ccc2C(=O)O)cc1)S(=O)(=O)c1ccc(F)cc1	7.1%
Cc1cc(Cl)ccc1OCC(=O)NNC(=O)CCOc1ccccc1	1.5%
Cc1cc(S(=O)(=O)Nc2ncnc3sccc23)ccc1F	-7.1%
Cc1cc(C(=O)COC(=O)C23CC4CC(CC(O)(C4)C2)C3)c(C)n1C	3.9%
C[C@@H]1CCCCO[C@@H](CN(C)C(=O)Cc2ccccc2)[C@@H](C)CN([C@H](C)CO)C(=O)c2cc(N(C)C)ccc2O1	-2.8%

Fetched by structure from the entries so far:
SMILES	NS5 inhibitors	others
O=C(Cn1cnc2ccccc2c1=O)NNC(=O)c1cccc([N+](=O)[O-])c1	-11.4%
CC1C(C)N(C(=O)CCCl)c2ccccc2N1C(=O)CCCl (stereo unspecified)	-3.5%
O=C(COC(=O)CNC(=O)c1cccc(Br)c1)Nc1nnc(-c2ccccc2)o1	6.2%
Cc1ccc(S(=O)(=O)N2C[C@H]3[C@H]4C(=O)N(c5ccccc5)C(=O)[C@H]4C[C@H](OC(=O)Nc4cccs4)[C@@]3(O)C2)cc1	-2.8%
Cc1nc(N)sc1-c1ccccc1	-13.2%
C[C@H](O)[C@@H]1C(=O)N2CCc3ccc(N4CCN(C)CC4)cc3[C@@H]2C[C@@H]1N(C)C(=O)Nc1cc(Cl)cc(Cl)c1	-3.3%	NS5 inhibitors pilot replicate=-3.4

(continued)
SMILES	NS5 inhibitors	others
CC(=O)N(C)C[C@H]1Oc2cc(Br)ccc2S(=O)(=O)N([C@H](C)CO)C[C@@H]1C	-4.0%
CC[C@@H]1C=C(C(=O)O)[C@H](c2ccc(Cl)c(Cl)c2)N1S(=O)(=O)c1ccc(C)cc1	6.6%	NS5 inhibitors pilot replicate=2.1
c1ccc2cc(CCCc3cc4ccccc4cn3)ncc2c1	-5.9%
Cc1ccc(S(=O)(=O)N2CCN(C(=O)c3ccccc3OCc3c(C)noc3C)CC2)cc1	-0.4%
Cc1ccc(-c2cnc3c(c2)C(=O)N([C@H](C)CO)C[C@@H](C)[C@@H](CN(C)C(=O)Cc2ccccc2)O3)cc1	-2.3%
CCc1ccccc1NC(=O)CNC(=O)c1cc(C2CC2)nn1-c1ccccc1	-8.0%
O=C(O)c1cccc2c1C(=O)c1ccc(N3CCCC3)cc1S2(=O)=O	?
COc1ccccc1CCC(=O)OCC(=O)Nc1cccc(S(=O)(=O)N2CCCCC2)c1	0.0%
CC(=O)c1ccc(-c2ccc(C(=O)N(C)c3c(N)n(Cc4ccccc4)c(=O)[nH]c3=O)o2)cc1	3.6%
CCn1c(SCC(=O)NC2CC2)nnc1-c1cccs1	-2.6%
Cc1ccc(S(=O)(=O)NCCNC(C)c2ccc(Br)cc2)cc1 (stereo unspecified)	-3.0%
O=C(CNC(=O)c1ccccc1)OCC(=O)c1c[nH]c2ccccc12	-7.0%
Oc1cc(Cl)cc(Cl)c1Cl	0.7%
CCOC(=O)[C@@H]1[C@H]2COc3cc(OC)ccc3[C@@H]2N2C(=O)N(c3ccccc3)C(=O)[C@]12C	-10.4%
C[C@H](NC(=O)COc1ccccc1)C(=O)OCC(=O)c1cc2ccccc2o1	-0.8%
COc1ccccc1NC(=O)C(C)OC(=O)CCNS(=O)(=O)c1ccc(C)c(C)c1 (stereo unspecified)	2.2%
CN(C(=O)COC(=O)C1COc2ccccc2O1)C1(C#N)CCCCC1 (stereo unspecified)	-2.2%
O=C(c1ccc(F)cc1)N1CCOC(c2nc(-c3ccc(F)cc3)no2)C1 (stereo unspecified)	2.4%
O=C(OCc1nnc(-c2ccc([N+](=O)[O-])cc2)o1)C1CC(=O)N(CCc2ccccc2)C1 (stereo unspecified)	0.7%
CN(C)c1ccc(C=NNc2ccccn2)c(Cl)c1	-2.7%
Cn1c(SCC(=O)NC2CCS(=O)(=O)C2)nc2ccccc21 (stereo unspecified)	-5.9%
O=C(CSc1ccc([N+](=O)[O-])cc1)Nc1cccc(S(=O)(=O)N2CCOCC2)c1	-4.6%
CCN(CC)c1ccc(C(=O)NNC(=O)CN2C(=O)NC3(CCCCC3)C2=O)cc1	-3.6%
Cc1ccc(C(=O)NNC(=O)c2ccncc2)cc1S(=O)(=O)N1CCCCC1	-10.1%
COC(=O)[C@]1(Cc2ccccc2)N[C@H](CN(C)S(=O)(=O)c2ccc(C)cc2)[C@@H]2C(=O)N(Cc3ccccc3)C(=O)[C@@H]21	-6.3%	NS5 inhibitors pilot replicate=-1.8
Cn1cnc2nc(Cl)nc(Cl)c21	-0.8%
CC(=O)c1ccc(-c2ccc(-c3cc(=O)oc4c(C(C)C)ccc(C)c34)cc2)cc1	-0.3%	NS5 inhibitors pilot replicate=-5.4
O=c1c2ccccc2c2ccccc2c(=O)n1Cc1ccc2c(c1)OCO2	-0.6%
O=C(O)c1ccccc1C(=O)OCCc1cc2ccccc2c(=O)o1	-1.6%
